DT40 TDP1 no CPT: qHTS for Inhibitors of human tyrosyl-DNA phosphodiesterase 1 (TDP1): qHTS in cells in absence of CPT; AID 686978, 2013; DT40 Tdp1-/- hTDP1 cells, no CPT, ATP luminescence, 48 h; Potency, µM (titrated, usually from 46.2 µM), inactives show top-dose activity change, negative = growth inhibition, usual class: inhibitors; actives 15% (n = 420,000); active = well fitted inhibition curve with a large enough effect; inconclusive = small, poorly fitted or top-dose-only effect; note: nearly all actives have a fitted effect of over 55% in size
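Chicken DT40 Tdp1-/- cells complemented with human TDP1, screened without camptothecin (DMSO vehicle only), 400 cells/well. Compounds pin-transferred, cells incubated at 37 °C for at least 48 hr. Growth read as ATP-dependent luminescence (CellTiter-Glo, 30 min at RT).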
* hit, by the source's call; ? = inconclusive. % is set by controls: 0 for no effect and ±100 for the full control effect; potency is the fitted concentration of half-maximal effect. An excerpt. The share of hits here may be higher or lower than overall.

The first 4 compounds, ahead of the listing:
structure,DT40 TDP1 no CPT
COc1ccc(-c2cc(=O)c3c(C)cc(O)cc3o2)cc1,?
CC(C)C(C(=O)NCc1ccccc1)N(C)Cc1ccc(Cl)c(Cl)c1 (centres undefined),?
Nc1ncnc2c1ncn2[C@@H]1O[C@H](C(=O)NCC(F)(F)F)[C@@H](O)[C@H]1O,3%
O=C(N/N=C/c1cc(Br)c(O)c([N+](=O)[O-])c1)C(O)(c1ccccc1)c1ccccc1,?

All compounds of this part, from the start:
structure,DT40 TDP1 no CPT
COc1ccc(-c2cc(=O)c3c(C)cc(O)cc3o2)cc1,?
CC(C)C(C(=O)NCc1ccccc1)N(C)Cc1ccc(Cl)c(Cl)c1 (centres undefined),?
Nc1ncnc2c1ncn2[C@@H]1O[C@H](C(=O)NCC(F)(F)F)[C@@H](O)[C@H]1O,3%
O=C(N/N=C/c1cc(Br)c(O)c([N+](=O)[O-])c1)C(O)(c1ccccc1)c1ccccc1,?
COc1ccccc1C/C(N)=N/OC(=O)COc1ccc(C)cc1C,?
COc1cc(N2C(=O)C=CC2=O)ccc1N1C(=O)C=CC1=O,0.92µM*
COc1ccc(-c2nnn(CCc3nn[nH]n3)n2)cc1,-20%
CC1=C(C(=O)N(C(C)C)C(C)C)CC(CC(=O)NCCCCc2ccccc2)C(=O)N1Cc1ccc(F)cc1 (centres undefined),?
CCCc1cc(NCCOCCO)n2c(nc3ccccc32)c1C#N,12µM*
COc1cccc(N2CCN(C(=O)C3CCN(C(=O)Nc4ccccc4)CC3)CC2)c1,-3%
Nc1cc(N)[nH]c(=S)n1,-8%
CO[C@H]1[C@H](NC(=O)c2ccsc2)c2ccccc2C12CCN(Cc1c(O)ccc3ccccc13)CC2,-26%
COC(C/C=C/C(=O)[C@H](C)OCc1ccccc1)OC,7.3µM*
CCCCC(=O)N(C)c1c(CC)nc2c(OCC(=O)c3ccc(F)cc3)cccn12,?
O=C(O)c1[nH]c(-c2ccccc2)c2c1C(=O)N(C1CC1)C2=O,?

Exported as labelled records: part of the list above
> CCCc1cc(NCCOCCO)n2c(nc3ccccc32)c1C#N
  DT40 TDP1 no CPT = 12µM*
> COC(C/C=C/C(=O)[C@H](C)OCc1ccccc1)OC
  DT40 TDP1 no CPT = 7.3µM*
> CC(C)C(C(=O)NCc1ccccc1)N(C)Cc1ccc(Cl)c(Cl)c1 (centres undefined)
  DT40 TDP1 no CPT = ?
> CO[C@H]1[C@H](NC(=O)c2ccsc2)c2ccccc2C12CCN(Cc1c(O)ccc3ccccc13)CC2
  DT40 TDP1 no CPT = -26%

The list goes on:
structure,DT40 TDP1 no CPT
Cc1ccc(S(=O)(=O)N2CCOCC2)cc1C(=O)N1CCN(S(=O)(=O)c2ccccc2F)CC1,4%
Cc1noc(COc2ccccc2OCC(N)=O)n1,-21%
C[C@@H]1CN([C@@H](C)CO)C(=O)CCCn2cc(nn2)CO[C@H]1CN(C)S(=O)(=O)c1ccc(C#N)cc1,-5%
O=C(Cc1cccc(NC(=O)C2CCCN(C(=O)C3CCCC3)C2)c1)Nc1cccc(C(=O)N2CCCCC2)c1 (centres undefined),-30%
CSc1ccc(Cn2c(C)c(C(=O)NCc3ccc(F)cc3)sc2=O)cc1,?
O=C(NCc1ccccc1)C(c1ccc(C(F)(F)F)cc1)N1CCN(CCN2CCOCC2)CC1 (centres undefined),-28%
Nc1[nH]c(=O)nc2nnsc12,-28%
CN(CC(=O)Nc1c(Cl)cccc1Cl)C(=O)CNC(=O)c1sc2ccccc2c1Cl,?
COc1cc(NC(C)=O)c2ncccc2c1Br,?
CCNC(=O)C1(C)CCN(C(=O)c2cccc3ccccc23)C1 (centres undefined),3%
CCn1c(-c2ccccc2F)nc2cc(NC(C)=O)cc(C(=O)N(C)Cc3ccccn3)c21,-3%
CC[C@H](C)[C@H]1CNC(=S)N1CC1CCN(CCC(C)(C)C)CC1,1%
Cc1cc(C(=O)N2CCc3ccccc32)ccc1[N+](=O)[O-],?
CC(C)N1C(=O)NC2NC(=O)N(C(C)C)C21 (centres undefined),-1%
CCc1noc(C)c1C(=O)N(CC)CC(=O)NCc1ccc(F)cc1,-14%
CCC1=CC(c2ccccc2)n2ncnc2N1 (centres undefined),6%
O=C(NCc1ccc(F)cc1)c1cc(C2CCCCN2C(=O)CCCc2ccccc2)on1 (centres undefined),23µM*
NC(Cc1ccc(Cl)cc1)c1csc(NC(=O)NCCc2ccccc2)n1 (centres undefined),?
COc1cc(OC)c(OC)cc1/C=C/c1cc[n+](C)c2ccccc12,2µM*
COc1ccccc1N=NNc1ccccc1OC,?
CC(C)CNC(=O)c1cccc2c(-c3ccc(F)c(F)c3)coc12,?
CN(C)c1cc(-c2cccc(C(F)(F)F)c2)oc(=O)c1Cl,?
CCN(CC)C(=O)C1=C(C)N(Cc2ccc(F)cc2)C(=O)C(CC(=O)NCCc2ccccn2)C1 (centres undefined),-15%
CCCS(=O)(=O)NC(=O)C1(C)CCCN(C(=O)c2ccccc2Br)C1 (centres undefined),-13%
COc1ccc(C(=O)NCCc2nnc3n2CCN(CC2CC=CCC2)CC3)cc1 (centres undefined),-8%
C=CCn1c(SCC(=O)N(CC)C2CCS(=O)(=O)C2)nc2scc(-c3ccccc3)c2c1=O (centres undefined),?
CCc1nc2c(OCc3ccccc3)cccn2c1N(C)C(C)=O,-2%
O=C(NCc1ccncc1)c1ccc(-c2ccc(F)c(F)c2)c2ccoc12,6.5µM*
COc1cc(CN2CCC(C(=O)NC(C)(C)C)CC2)ccc1OCc1ccccc1,?
C[C@H]1CCCCO[C@H](CN(C)Cc2ccncc2)[C@@H](C)CN([C@@H](C)CO)C(=O)c2cc(NS(=O)(=O)c3ccccc3)ccc2O1,?
COc1ccc(CCNC(=O)c2ccc3c(c2)S(=O)(=O)N=C2CCCCCN23)cc1OC,-5%
CCCCN1C(=O)C(=O)NC[C@@H]1CCCCN,2%
CCC(=O)N1CCN(c2cc3c(cc2F)c(=O)c(C(=O)O)cn3CC)CC1,-12%
CCCn1c(C)c(C(=O)OCC)c(O)c(-c2ccccc2)c1=O,-5%
CC1(C)CC(=O)c2cc(C(=O)Nc3cccc4ccccc34)c(=O)[nH]c2C1,16µM*
CC1(C(=O)NS(=O)(=O)c2ccc(Cl)s2)CCN1C(=O)c1ccc(C2CCCCC2)cc1 (centres undefined),-11%
O=C(CCNS(=O)(=O)c1ccc(F)cc1)N1CCN(c2ncccn2)CC1,-13%
Cc1cccc(NC(=O)c2ccc(S(=O)(=O)N3CCCCC3C)cc2)n1 (centres undefined),?
Clc1ccc(CNCC2CCCO2)c(Cl)c1 (centres undefined),-16%
O=C(c1cc(COc2c(F)cccc2F)on1)N1CC[C@@H]2CCCC[C@H]2C1,?
Cc1ccc([C@@H]2CC(=O)[C@@H]3CN(S(=O)(=O)c4ccc(C)cc4)[C@H](c4ccccc4)C[C@@H]3N2S(=O)(=O)c2ccc(Cl)cc2)cc1,-16%
c1ccc(OCCOCCOc2ccccc2)cc1,-8%
CCOc1ccc(N2C(=O)C(C)CNC2=S)cc1 (centres undefined),-9%
CCCCn1nnnc1C(c1cc2ccccc2o1)N1CCN(CC(=O)NC(C)C)CC1 (centres undefined),?
CC(C)(C)C(C(=O)NCc1ccccc1)N1CCN(CCN2CCOCC2)CC1 (centres undefined),-1%

Next part:
structure | DT40 TDP1 no CPT
C=C1C(=O)[C@]23C[C@H]1CC[C@H]2[C@]1(C)[C@@H](OC(C)=O)CC[C@@](C)(C(=O)OC)[C@H]1C[C@@H]3OC(C)=O | 0.92µM*
Cc1ccc(S(=O)(=O)N2C[C@H]3C(=O)C[C@@H](c4ccccc4)N(S(=O)(=O)c4ccc(C)cc4)[C@H]3C[C@H]2c2ccccc2Cl)cc1 | -2%
CC1(C(=O)NS(=O)(=O)c2ccccc2C(F)(F)F)CCN1C(=O)CC1CCCCC1 (centres undefined) | 13%
Cc1cc(N)c2cc(NC(=O)Nc3ccc4nc(C)cc(N)c4c3)ccc2n1 | ?
CCNC(=O)C1(C)CCCN(Cc2cccc3c2OCCO3)C1 (centres undefined) | -20%
Cc1ccccc1N=C1Nc2ccccc2N[C@]12C[C@H]1CCC(=O)N3CC[C@@H](C2)[C@@H]13 | -18%
CC(=O)Nc1ccc(-c2ccnc3c2CC(C(=O)NC(C)C)O3)cc1 (centres undefined) | -21%
Cc1cccc(S(=O)(=O)NC(=O)C2(C)CCN2C(=O)Cc2ccc(C(C)(C)C)cc2)c1 (centres undefined) | -6%
Cc1cnc(-c2nc3ccccc3n2C(C(=O)NC(C)(C)C)c2ccncc2)cn1 (centres undefined) | -16%
CC(NC(C(=O)c1ccccc1)c1ccccc1)c1ccccc1 (centres undefined) | -14%
NC(N)=NCCCS(=O)(=O)Nc1ccc(Nc2c3ccccc3nc3cc([N+](=O)[O-])ccc23)cc1 | 16µM*
O=C(NCc1ccccc1F)C12CC3CC(CC(C3)C1)C2 | -26%
COc1cccc(CN(C)CCCn2ccc(NC(=O)OCc3ccccc3)nc2=O)c1 | -30%
Cc1cc(OC(=O)Nc2ccccc2)ccc1Cl | 4%
O=[N+]([O-])c1ccc(S(=O)(=O)NCCCc2ccccc2)cc1 | -8%
COc1ccccc1Cn1c(C)c(C(=O)NCc2cccc(C)c2)sc1=O | -14%
Cc1ccc([C@@H]2C[C@H]3[C@@H](CN2S(=O)(=O)c2ccc(Cl)cc2)C(=O)C[C@@H](c2ccc(Cl)cc2)N3S(=O)(=O)c2ccccc2C)cc1 | ?
CC12CCC(=O)CC1CCC1C2CCC2(C)C1CCC2(O)C(=O)CO (centres undefined) | -23%
CCOC(=O)OCC(=O)C1(O)CCC2C3CCC4=CC(=O)CCC4(C)C3C(O)CC21C (centres undefined) | -20%
CCCNC(=O)C1(C)CCN(C(=O)c2ccccc2OC(F)(F)F)C1 (centres undefined) | -3%
Cc1cccc(C)c1NC(=O)C(c1ccccc1F)n1c(=O)c(-c2cc3ccccc3[nH]2)nc2ccccc21 (centres undefined) | ?
CCOC1=C2CN(S(=O)(=O)c3ccc(C)cc3)[C@H](c3ccccc3)C[C@H]2[C@H]2C(=O)N(c3ccccc3)C(=O)[C@H]2C1 | -7%
CC1CC(C)CN(S(=O)(=O)c2ccc(C(=O)OCC(=O)Nc3ccccc3)cc2)C1 (centres undefined) | -7%
CN(C)c1ncnc2c1ncn2[C@H]1CN(Cc2ccc(Cl)cc2)C[C@@H](CO)O1 | -19%
CC(C)CCN1C(=O)CSCC1(C)C(=O)Nc1ccc2c(c1)OCCO2 (centres undefined) | -25%
CCCc1c(C(=O)N/N=C(\C)c2ccccc2O)nnn1-c1nonc1N | 8.2µM*
CC1(C(=O)Nc2ccc(Cl)c(Cl)c2)CCN1C(=O)CC(c1ccccc1)c1ccccc1 (centres undefined) | 23µM*
CCc1ccc(OC2(C)CCN(Cc3ccc(SC)cc3)C2)cc1 (centres undefined) | ?
CN(Cc1cccc(Cl)c1Cl)C(=O)c1ccccc1SCC(=O)N1CCCC1 | 13µM*
CN1CCC(C(=O)C(=O)O)C1=O (centres undefined) | -2%
CN(CC(=O)NC(=O)NC1CCCCC1)CC(=O)Nc1ccccc1C(F)(F)F | ?
COc1ccc(C(O)c2nc(-c3cccs3)cs2)cc1 (centres undefined) | ?
O=S(=O)(O)c1cc(O)c2cc(Nc3ccccc3)ccc2c1 | -23%
COc1ccc(NC(=O)C(c2cc3ccccc3o2)n2c(=O)c(-c3cc4ccccc4[nH]3)nc3ccccc32)cc1 (centres undefined) | ?
CN1C[C@@H](CO)O[C@@H](n2cnc3c(N4CCOCC4)ncnc32)C1 | -3%
CCc1nc2ccc(C(=O)NCc3ccc4c(c3)OCO4)cn2c1N(C)C(=O)Cc1ccccc1 | 23µM*
Cn1nc(-c2ccccc2)cc1NC(=O)[C@@H]1O[C@H](CO)[C@H](O)[C@H](O)[C@H]1O | -9%
CCN(CC)c1nc(N)c2c(N)nc(OC)cc2c1C#N | 23µM*
Cn1c(=O)c2c([nH]c(=O)n2C)n(Cc2ccccc2)c1=O | 16%
Nc1sc(-c2ccccc2)cc1C(=O)N1CCN(c2ccccc2)CC1 | ?
CCOC(=O)C1CCCN(C(=O)c2c(-c3ccccc3)noc2C)CC1 (centres undefined) | -16%
COc1ccc(NC(=O)C2Cc3c(-c4cccc(C(N)=O)c4)ccnc3O2)cc1OC (centres undefined) | 7.3µM*
O=C(O)CCc1c2ccc(=O)c(O)c-2oc2c(O)c(O)ccc12 | -12%
CCc1nc2ccc(C(=O)NCCOc3ccc(OC)cc3)cn2c1N(C)C(=O)COc1ccccc1 | 4%
COc1ccccc1N1CCN(C(=O)c2cccc(S(=O)(=O)N3c4ccccc4CC3C)c2)CC1 (centres undefined) | ?
COCCNC(=O)C1(C)CCN(C(=O)c2cccnc2Oc2ccccc2)C1 (centres undefined) | 0%
O=C(C[C@H]1CC[C@@H](NC(=O)Nc2ccc3c(c2)OCO3)[C@@H](CO)O1)NCc1ccccc1 | -8%
COc1ccc(CCN2CC(C(=O)OCC(=O)NC(Cc3ccccc3)C(C)=O)CC2=O)cc1OC (centres undefined) | -7%
COc1cccc(C(=O)N2CCC[C@H]2C(=O)N2CCC[C@H]2C(=O)N[C@@H](C)c2ccccc2)c1 | -24%
CCN(CC)C(=O)c1cccc(-c2csc(C(C)(O)c3ccncc3)n2)c1 (centres undefined) | 21µM*
CC(=O)Nc1cc(-c2cccc(CO)c2)cn2c(-c3ccc(C(C)=O)cc3)cnc12 | 21µM*

Compound activity: PubChem, National Center for Advancing Translational Sciences (NCATS)
